procasp3 activ: procaspase-3 (human) activation; activation, % at 8.5 µM; recombinant procaspase-3 D3A, Ac-DEVD-pNA absorbance 405 nm; 330,000 compounds, 0.11% hits; P42574;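 active = activation above the mean of all tested compounds plus 3 SD, cut at about 21% in these data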;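 also: 0% = DMSO alone and 100% = DMSO wells spiked with extra 5 µM PC-3 D3A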
Target sequence (P42574 whole entry D9A/D28A/D175A): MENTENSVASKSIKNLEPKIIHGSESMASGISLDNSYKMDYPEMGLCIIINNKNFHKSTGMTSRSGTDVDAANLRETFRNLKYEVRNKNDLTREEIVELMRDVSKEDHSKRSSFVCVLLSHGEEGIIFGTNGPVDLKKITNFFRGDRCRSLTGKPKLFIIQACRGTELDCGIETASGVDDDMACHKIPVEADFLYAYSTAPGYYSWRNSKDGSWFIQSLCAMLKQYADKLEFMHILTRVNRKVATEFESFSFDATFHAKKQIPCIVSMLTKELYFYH
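Technique: 405 nm absorbance of p-nitroaniline, reads at 0 and 120 min; Test system: Procaspase-3 D3A mutant; Incubation: 1 h enzyme-compound preincubation, then 2 h substrate reaction, 25 °C; Repeats: singlicate, each compound tested once; Benchmarks: low control DMSO wells, high control DMSO plus 5 µM PC-3 D3A.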
AHR act: activators of human aryl hydrocarbon receptor. P35869. activation, % at 5 µM. AHR-responsive luciferase reporter cells, luminescence. 320,000 compounds, 2.5% hits; in the data active = activation above about 47%;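 also: 0% = vehicle wells and 100% = reference agonist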
LAP4 TOR yeast: modulators of TOR pathway LAP4-GFP in S. cerevisiae | S. cerevisiae LAP4-GFP multiplex, flow cytometry GFP, 3 h; median GFP as percent of DMSO wells | GFP response vs DMSO, % at 10 µM | 320,000 compounds, 0.34% hits | AID 2023;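 active = GFP response vs DMSO above a set limit, about the screen mean plus 3 SD, cut at about 150% in these data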
CIT2-GFP yeast: alters CIT2-GFP fluorescence in TOR pathway yeast screen; 320,000 compounds, 0.065% hits; S. cerevisiae CIT2-GFP strain, flow cytometry, 3 h; 100 means same as DMSO wells; GFP response vs DMSO, % at 10 µM;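 active = GFP response relative to DMSO above a set limit, near the screen mean plus 3 SD, cut at about 150% in these data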;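 also: ratio of well median GFP fluorescence to mean of DMSO wells on the plate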
MEP2 TOR yeast: alters MEP2-GFP fluorescence in TOR pathway yeast screen; S. cerevisiae MEP2-GFP strain, flow cytometry GFP, 3 h; 100% = DMSO control level; GFP response vs DMSO, % at 10 µM; 330,000 compounds, 0.51% hits;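 active = GFP response versus DMSO above a set limit, roughly screen mean plus 3 SD, cut at about 180% in these data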;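 also: median GFP fluorescence of the barcode-gated MEP2-GFP cells per well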
AGP1-GFP MLPCN: alters AGP1-GFP fluorescence in TOR pathway yeast screen; S. cerevisiae AGP1-GFP multiplex flow cytometry, 3 h; GFP as percent of DMSO wells; GFP response vs DMSO, % at 10 µM; 320,000 compounds, 0.02% hits; AID 2066;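 active = GFP response relative to DMSO above a set limit, near screen average plus 3 SD, cut at about 150% in these data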;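 also: median GFP channel fluorescence of the gated AGP1 strain per well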
RPL19A TOR yeast: yeast TOR pathway RPL19A-GFP modulation; S. cerevisiae RPL19A-GFP strain, flow cytometry, 3 h; active compounds read low; percent response vs DMSO, % at 10 µM; 330,000 compounds, 0.3% hits; AID 2025;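 active = percent response vs DMSO below 50%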;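 also: median channel GFP fluorescence of the barcoded RPL19A-GFP strain; ratio of sample median GFP to plate DMSO average so 100% = DMSO; lower means less RPL19A-GFP as with rapamycin TOR inhibition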
procasp7 counter: counter-screen: procaspase-7 (human) activation | P55210 | recombinant procaspase-7, Ac-DEVD-pNA absorbance 405 nm; D23A/D198A/D206A triple mutant, cannot self-cleave; scale: DMSO 0, 5 µM enzyme 100 | activation, % at 8.5 µM | 330,000 compounds, 0.093% hits | AID 463210;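 active = percent activation above the screen-wide mean plus 3 SD, cut at about 25% in these data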
Target sequence (P55210 whole entry D23A/D198A/D206A): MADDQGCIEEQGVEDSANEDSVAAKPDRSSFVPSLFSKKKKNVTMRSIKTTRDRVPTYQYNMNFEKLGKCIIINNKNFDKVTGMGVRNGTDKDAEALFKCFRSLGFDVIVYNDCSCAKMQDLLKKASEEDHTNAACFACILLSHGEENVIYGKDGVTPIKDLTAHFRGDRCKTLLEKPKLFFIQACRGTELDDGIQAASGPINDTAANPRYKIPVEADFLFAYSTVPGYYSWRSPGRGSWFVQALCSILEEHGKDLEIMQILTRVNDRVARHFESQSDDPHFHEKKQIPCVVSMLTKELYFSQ
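System: Uncleavable procaspase-7 mutant enzyme; Amount: 2 µM procaspase-7 mutant as dispensed; Schedule: 1 h compound preincubation, 2 h substrate cleavage, 25 °C; Measured by: 405 nm absorbance of p-nitroaniline; Evaluation: percent activation from buffer-corrected 0–120 min absorbance change; Control set: low DMSO alone, high DMSO plus 5 µM PC-7.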
* = called active by the depositor; / = no result given.

SMILES	procasp3 activ	AHR act	LAP4 TOR yeast	CIT2-GFP yeast	MEP2 TOR yeast	AGP1-GFP MLPCN	RPL19A TOR yeast	procasp7 counter
COc1ccc(C2C(C#N)=C(N)OC3=C2C(=O)CC(C)(C)C3)c(OC)c1OC (configuration not stated)	-10	4	98	98	98	108	100	-6
CCCOc1ccc(N2C(=O)CC(NCCNc3ccc(S(=O)(=O)CC)cc3)C2=O)cc1 (configuration not stated)	-22	2	104	98	95	/	96	-6
Cn1nccc1NS(=O)(=O)c1ccc(C(C)(C)C)cc1	5	1	110	97	97	104	94	3
COCCC(=O)N1CCC(Oc2ccc(C(=O)NCCc3cn[nH]c3)cc2)CC1	-5	-4	96	104	100	101	101	8
C=CCn1c(SCCC(=O)O)nnc1-c1cccs1	0	10	93	112	91	101	97	-2
Cc1ccccc1CN1CCC(n2nccc2NC(=O)c2cccnc2)CC1	2	3	85	99	100	97	107	1
COc1ccc(C2(C)NC(=O)N(CC(=O)Nc3ccc(Br)cc3F)C2=O)cc1OC (configuration not stated)	8	2	99	102	104	102	103	-9
COc1cc(C(=O)N/C(=C\c2cn(S(=O)(=O)N(C)C)c3ccccc23)C(=O)NCCCO)cc(OC)c1OC	-6	-1	93	92	95	89	88	-2
CCOc1ccc(Br)cc1S(=O)(=O)NCCN(C)C	5	-1	100	89	102	98	99	-1
CCn1c(/C=N/Nc2ccc(C(=O)O)cc2)nc2ccccc21	4	9	85	93	102	91	99	7
CCCc1cc(=O)oc2cc(OCC(=O)NCCCN3CCCC3=O)ccc12	5	22	83	103	110	99	106	2
CCC(C)(C(=O)NC1CCCCC1)N(C(=O)c1ccccn1)c1ccc(C)cc1 (configuration not stated)	-1	4	95	99	107	102	97	8
O=C1CC(N2CCN(c3ccccc3O)CC2)C(=O)N1Cc1ccccc1 (configuration not stated)	-2	0	99	96	92	98	96	-2
Cc1nc(C)c(CCNC(=O)c2ccccc2)s1	8	1	102	110	130	103	106	-8
CC1CCN(S(=O)(=O)c2ccc(NC(=O)c3ccco3)cc2)CC1	1	0	110	102	106	97	98	-5
O=C(COC(=O)c1cnc(Cl)c(Cl)c1)NC1CC1	-16	1	96	104	103	101	98	-5
CN(C)C(=O)c1ccc(NC(=O)CSc2nc3ccccc3[nH]2)cc1	-4	4	108	98	97	104	100	11
N#Cc1cnn(-c2cccc(Cl)c2)c1-n1cccc1	-4	-2	93	97	98	101	98	1
NC1CCN(c2cccc(Cl)n2)CC1	-1	-4	113	102	102	105	99	-6
COc1cc(C=O)ccc1OCc1cccc(Br)c1	-8	7	91	91	103	91	103	5
Cc1cc2[nH]c(=O)c(=O)[nH]c2cc1S(=O)(=O)N(C)C1CCCCC1	0	0	105	101	108	103	102	1
NC(=O)NC(=O)COC(=O)c1ccc(Cl)c(S(=O)(=O)N(Cc2ccccc2)c2ccc(Cl)cc2)c1	-5	0	90	94	93	95	103	-9
O=C(O)C1CCC(=O)N1Cc1ccccc1Cl (configuration not stated)	0	-1	97	111	110	105	104	3
O=C(/C=C/c1ccc(F)cc1)N1CCN(c2ncccn2)CC1	5	3	109	80	102	100	93	-4
CC(=O)c1ccc(NC(=S)Nc2ccn(Cc3ccc(Br)cc3)n2)cc1	-10	4	104	113	104	111	113	-18
COc1ccc2nc(NCCCO)[nH]c2c1	2	0	90	91	96	93	96	6
CCCS(=O)(=O)N1CCCC(C(=O)NCCCN(C)c2ccccc2)C1 (configuration not stated)	0	-3	84	92	93	89	91	0
C=CCn1c(SCC(=O)NCc2ccc3c(c2)OCO3)nc2scc(-c3ccccc3)c2c1=O	-10	5	94	99	97	107	100	5
Cn1c(C(=O)NCCN2CCc3ccccc3C2)cc2c(=O)n(C)c3ccccc3c21	-3	41	97	115	94	98	100	2
O=C(NCc1ccccn1)Nc1cccc(Cl)c1Cl	6	0	97	101	102	108	103	0
COc1cccc(OC)c1C(=O)Nn1c(-c2cccs2)nc2ccccc2c1=O	8	2	96	99	98	100	104	2
Cc1nc2ncnn2c(C)c1CCC(=O)NCCc1ccccc1	8	5	99	96	102	98	100	18
C[C@@H]1C=C(C(=O)NCc2nc3ccccc3[nH]2)O[C@H](OCCCCO)C1	-25	8	112	98	95	92	103	-29
Nc1ccccc1OCP(=O)(c1ccccc1)c1ccccc1	10	4	79	98	99	87	95	-6
CCOC(=O)N1CCN(C(=O)c2nn(-c3cc(OC)cc(OC)c3)c(=O)c3ccccc23)CC1	2	0	97	102	102	108	104	9
CCOC(=O)C1=C(C(F)(F)F)Nc2ncnn2C1c1cc(OC)ccc1OC (configuration not stated)	4	5	101	100	106	107	104	-4
COCc1cc(C)nc(N/N=C/c2ccc(Cl)c(Cl)c2)c1C#N	1	1	101	100	110	95	102	9
O=C(Nc1ccccc1O)c1cc(S(=O)(=O)N2CCOCC2)c(Cl)cc1Cl	-6	22	109	100	101	107	98	2
CCOC(=O)C(CC)Sc1ncnc2nc[nH]c12 (configuration not stated)	5	1	93	87	95	/	92	-4
CCCN(CCO)C1CCN(CCc2ccccc2)CC1	0	-2	93	101	99	106	102	-4

Structural class, the entries above with an NH in an aromatic ring.
SMILES	procasp3 activ	AHR act	LAP4 TOR yeast	CIT2-GFP yeast	MEP2 TOR yeast	AGP1-GFP MLPCN	RPL19A TOR yeast	procasp7 counter
COCCC(=O)N1CCC(Oc2ccc(C(=O)NCCc3cn[nH]c3)cc2)CC1	-5	-4	96	104	100	101	101	8
CN(C)C(=O)c1ccc(NC(=O)CSc2nc3ccccc3[nH]2)cc1	-4	4	108	98	97	104	100	11
Cc1cc2[nH]c(=O)c(=O)[nH]c2cc1S(=O)(=O)N(C)C1CCCCC1	0	0	105	101	108	103	102	1
COc1ccc2nc(NCCCO)[nH]c2c1	2	0	90	91	96	93	96	6
C[C@@H]1C=C(C(=O)NCc2nc3ccccc3[nH]2)O[C@H](OCCCCO)C1	-25	8	112	98	95	92	103	-29
CCOC(=O)C(CC)Sc1ncnc2nc[nH]c12 (configuration not stated)	5	1	93	87	95	/	92	-4

Additional results:
SMILES	procasp3 activ	AHR act	LAP4 TOR yeast	CIT2-GFP yeast	MEP2 TOR yeast	AGP1-GFP MLPCN	RPL19A TOR yeast	procasp7 counter
COc1ccc(C2CC2/C(=N/O)c2ccccc2)cc1 (configuration not stated)	1	-7	103	88	95	90	95	-1
O=C1CC(NNc2ccccc2)C(=O)N1c1cccc(Cl)c1 (configuration not stated)	-6	6	106	95	103	102	93	-6
COc1ccc(OC)c(CCNC(=O)C(C)n2nc(C)c3c(C)n(-c4ccc(C)cc4)nc3c2=O)c1 (configuration not stated)	-1	-7	100	105	100	102	100	10
CC(C)COCc1ccc(O)c2ncccc12	-5	1	95	98	99	91	88	3
CC1=CC(C)(C)N(C(=O)CSc2nccn2C)c2cc(C)ccc21	5	5	93	93	97	94	97	6
C#CC[N+]1(CC#Cc2ccccc2)CCCC1	0	1	92	115	109	86	100	-1
O=S(=O)(NC1CCN(S(=O)(=O)c2ccc3c(c2)OCCO3)C1)c1c(F)cccc1F (configuration not stated)	7	3	101	110	97	103	101	12
Cc1[nH]n(-c2ccccc2)c(=O)c1C(c1cccc([N+](=O)[O-])c1)c1c(C)[nH]n(-c2ccccc2)c1=O	2	16	102	115	98	99	101	-9
NC(N)=NS(=O)(=O)c1ccc(NC(=S)NC(=O)/C=C/c2ccccc2)cc1	-1	0	98	103	109	102	104	7
COc1ccc(-n2c(=O)cc(N3CCN(c4ccccc4F)CC3)[nH]c2=O)cc1	-2	0	95	87	98	96	94	-11
CCOC(=O)c1cncc(O)c1	3	0	99	98	102	98	95	8
N#C/C(=N\Nc1cccc(C(F)(F)F)c1)C(=O)c1ccsc1	-22	11	/	/	109	/	106	-18
Cc1ccc(N=C2SCCCN2C(=O)C2=COCCO2)cc1Cl	-1	-3	96	92	94	98	90	-22
NS(=O)(=O)c1ccc(NC(=O)COC(=O)CC2Sc3ccccc3NC2=O)cc1 (configuration not stated)	9	12	99	98	102	103	100	-5
COC(=O)Cn1c(C)nc(=O)c(-c2ccccc2)c1C	0	4	86	88	89	86	89	14
O=C(Nc1ccc(Cl)c(Cl)c1)N1CC=CCC1	8	37	98	105	95	95	102	-7
COC(=O)c1c(NC(=O)C2CCC2)sc(C(=O)N(C)C)c1C	3	2	95	91	100	91	95	-7
COc1ccc(F)cc1S(=O)(=O)NCc1cc(=O)n(C)c(=O)n1C	7	-4	95	107	102	107	101	5
O=C(CN1C(=O)NC(c2ccccc2)(c2ccccc2)C1=O)N1CCOCC1	-3	-2	104	98	95	97	97	8
CCN1C(=O)C(=O)N(CC(=O)N(C)CC(=O)Nc2ccccc2Cl)C1=O	3	4	101	97	104	106	106	5
CN1CCC(Oc2ccccc2Sc2ccccc2)CC1	4	-6	97	102	105	104	104	10
COc1ccc(C(O)P(=O)(OC2CCCCC2)c2ccc(N(C)C)cc2)cc1OC (configuration not stated)	5	2	95	/	101	91	98	0
Cc1ccc(/C=N/NC(=O)c2csc3c2CCCC3)cc1	6	9	118	91	92	98	98	-13
S=c1nc(-c2ccccc2)n(Cc2cccnc2)c2c1CCCC2	-6	1	103	95	98	100	92	2
CCOc1ccc(S(=O)(=O)Nc2nccs2)cc1	6	2	106	94	105	106	96	2
Cc1sc(NC(=O)c2ccco2)c(CN2CCN(Cc3ccccc3)CC2)c1C	2	1	98	89	97	104	97	-3
COc1ccc(-c2cc(-c3ccccc3)nc(NN)n2)cc1OC	2	65*	100	89	102	92	100	5
O=C1CCN(S(=O)(=O)c2ccccc2)N1	-8	-1	/	91	94	102	95	-18
CCOC(=O)Cc1csc(NC(=O)c2cc(C)c(C)s2)n1	8	8	128	79	101	95	96	6
Cc1cccc(C(=O)OCC(=O)Nc2c(C)nn(-c3ccccc3)c2C)c1O	4	1	98	95	95	95	92	3
Cc1ccccc1NC(=O)c1cc2ccccc2o1	4	103*	87	99	109	92	99	9
Cc1cc(C)nc(N/N=C/c2c[nH]c3ccccc23)n1	-12	24	112	97	104	114	105	-6
CCCCCNC(=O)CCn1c(=O)oc2ccccc21	4	1	102	102	103	108	106	-2
O=C(NN1C(=O)/C(=C/c2ccc(O)c(O)c2)SC1=S)c1ccccc1	-10	2	100	109	107	105	104	-7
O=c1c2[nH]c3ccccc3c2ncn1CCCn1ccnc1	7	66*	99	97	104	96	99	7
Cc1ccc2c(c1)c1nnc(SCC(=O)NC3CC3)nc1n2C	2	79*	100	105	99	104	100	3
CC(=O)Nc1ccccc1NC(=O)c1cc(C)cc(C)c1	3	29	95	90	94	98	92	-3
Cc1cc2c(c(C)nn2-c2ccccc2)c(=O)o1	3	-3	104	104	104	108	114	5
COc1cc(CNCCc2c[nH]c3ccccc23)ccc1OCc1ccc(F)cc1	-9	2	100	103	103	106	101	3
Cc1cccc(C)c1OCc1cc(C(=O)N(C)Cc2cc(C3CC3)n[nH]2)no1	-7	-2	103	90	98	97	100	1
COc1cccc(C2CNC3(CCCC(C)C3)c3[nH]c4ccccc4c32)c1OC (configuration not stated)	-2	3	96	102	105	102	103	-2

Screens: PubChem BioAssay, several laboratories
